aSyn rescue = qHTS of alpha-syn Inhibitors; Potency, µM (titrated, usually from 46.1 µM), without a hit: at the top dose growth rescue (activation), actives largely listed as activators; Yeast expressing alpha-synuclein, growth rescue, BacTiter-Glo, 24 h; 370,000 tested, 0.14% active; note: potency is the fitted concentration of half-maximal effect; % of control where 0% means no effect; nearly all actives have a fitted effect of over 65% in size
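Screening used galactose-induced yeast with toxic alpha-synuclein levels, exposed to compound for 24 hr at 30 deg C. Cell growth, read with BacTiter-Glo luminescence, gave the measured signal.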
GLP-1R inv ag = qHTS of GLP-1 Receptor Inverse Agonists (Inhibition Mode); Glucagon-like peptide 1 receptor (Homo sapiens), P43220; HEK293 GLP-1R CRE-luciferase, luminescence, 24 h; GLP-1R form is constitutively active; Potency, µM (highest dose often 38.3 µM), for the others: at the highest dose activity change, negative = inhibition, most hits filed as inhibitors; 410,000 tested, 1.6% active; note: potency is the fitted concentration of half-maximal effect; % is set by controls: 0 for no effect and ±100 for the full control effect; nearly all actives have a fitted effect of over 55% in size
Target sequence (P43220 whole entry, looked up): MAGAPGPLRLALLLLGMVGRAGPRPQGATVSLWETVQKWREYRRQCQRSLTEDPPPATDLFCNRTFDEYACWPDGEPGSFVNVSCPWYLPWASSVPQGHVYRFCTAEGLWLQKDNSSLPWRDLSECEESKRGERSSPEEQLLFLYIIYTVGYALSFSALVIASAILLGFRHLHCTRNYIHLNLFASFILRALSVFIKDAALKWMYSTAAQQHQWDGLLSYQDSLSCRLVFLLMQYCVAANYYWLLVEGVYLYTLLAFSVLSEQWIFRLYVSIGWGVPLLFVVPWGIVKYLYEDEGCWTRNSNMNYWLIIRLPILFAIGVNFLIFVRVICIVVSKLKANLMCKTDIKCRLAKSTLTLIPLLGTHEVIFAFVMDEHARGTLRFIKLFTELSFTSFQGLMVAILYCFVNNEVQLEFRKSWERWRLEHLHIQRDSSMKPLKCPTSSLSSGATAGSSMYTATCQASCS
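Stable HEK293 clone (constitutively active GLP-1R + cAMP-response luciferase); 200 cells/uL plated, 12 h pre-culture, compound 24 hr, 37 deg C/5% CO2; detection reagent 12 min RT; luminescence.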
PTHR1 ag = qHTS for PTHR1 Agonists: Primary Screen. Parathyroid hormone/parathyroid hormone-related peptide receptor (Homo sapiens), Q03431. HEK293 GP2 PTHR1 cells, GloSensor cAMP luminescence, 1 h. Potency, µM (titrated, usually from 115 µM), for inactives: at the highest dose activation, actives largely listed as activators. 410,000 tested, 0.075% active. AID 743266, 2014; note: potency is the fitted concentration of half-maximal effect; nearly all actives have a fitted effect of over 55% in size; some results filed as inactive show a strong effect at the top dose; inactives centre near -15; many of its hits are not listed in these tables
Target sequence (Q03431 whole entry, looked up): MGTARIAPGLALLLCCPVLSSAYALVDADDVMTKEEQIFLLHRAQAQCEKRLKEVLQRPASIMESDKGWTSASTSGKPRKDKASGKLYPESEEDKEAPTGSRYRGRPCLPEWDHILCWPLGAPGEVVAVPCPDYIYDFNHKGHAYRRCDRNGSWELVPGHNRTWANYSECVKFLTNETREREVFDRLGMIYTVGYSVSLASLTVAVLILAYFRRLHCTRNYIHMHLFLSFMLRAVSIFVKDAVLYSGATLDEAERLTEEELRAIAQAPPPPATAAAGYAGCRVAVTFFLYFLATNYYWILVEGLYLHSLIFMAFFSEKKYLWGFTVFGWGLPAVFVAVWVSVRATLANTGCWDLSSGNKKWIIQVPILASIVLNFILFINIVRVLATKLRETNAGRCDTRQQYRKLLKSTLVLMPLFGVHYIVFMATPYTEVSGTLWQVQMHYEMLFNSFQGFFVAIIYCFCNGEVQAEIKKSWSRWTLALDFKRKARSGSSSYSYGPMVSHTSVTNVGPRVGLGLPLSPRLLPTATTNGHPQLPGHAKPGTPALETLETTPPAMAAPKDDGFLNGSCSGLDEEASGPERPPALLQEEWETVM
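HEK-293-derived GP2 cells expressing PTHR1 and a GloSensor cAMP reporter, 3,000/well, plated overnight, given luciferin plus IBMX (each 0.5 mM as added) for 1 h at 37 °C, then compound for 1 h at 37 °C. Luminescence was read after 15 min at room temperature.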
HEK293 tox = qHTS of GLP-1 Receptor Inverse Agonists: Cytotox Screen | AID 624418, 2012 | 410,000 tested, 0.13% active | HEK293 cAMP-luciferase reporter cells, luminescence, 24 h | Potency, µM (titrated, usually from 38.3 µM), inactives show top-dose activity change, negative = inhibition, usual class: inhibitors;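 note: loss of luciferase light is scored as toxicity; potency is the fitted concentration of half-maximal effect; % is set by controls: 0 for no effect and ±100 for the full control effect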
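Luminescence readout: signal drop marks cytotoxicity. Plated cells grew 12 h at 37 °C, 5% CO2, received 23 nL compound for 24 h, then got luciferase reagent, read after 12 min at RT.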
Akt phos inh = HTS Assay for Inhibitors of Akt Phophorylation: Primary Screen; Neuro2A IGF-stimulated pAkt S473 HTRF, 20 min; hits give low values; activity change, % for hits at 50 µM; AID 651550, 2012; 360,000 tested, 0.32% active; in the data active = activity change below about -80%; inconclusive = mostly about -51% to -80%; note: % is set by controls: 0 for no effect and ±100 for the full control effect
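Neuro2A cells (4,500/well, DMEM with 0.5% FBS) were treated with compound at a single 50 µM final concentration, stimulated with 6 nM IGF for 20 min at 37 °C, and lysed. Phospho-Akt Ser473 was read by HTRF as 665/615 ratio ×10^4.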
TDP-43 yeast inh = qHTS of TDP-43 Inhibitors. TDP-43 expressing yeast growth rescue, BacTiter-Glo, 24 h. Potency, µM (titrated, usually from 46.1 µM), for inactives: top-dose growth rescue (activation), hits mostly activators. 410,000 tested, 1.8% active; note: potency is the fitted concentration of half-maximal effect; % of control where 0% means no effect; nearly all actives have a fitted effect of over 50% in size
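Yeast expressing TDP-43 (pregrown in raffinose, seeded at OD600=0.02 in galactose medium) exposed to compounds 24 hr at 30 deg C. Growth read by BacTiter-Glo luminescence; rescue of toxicity appears as increased signal.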
FUS yeast rescue = qHTS for Suppressors of FUS Proteinopathy: Primary screen using FUS-linked yeast assay; S. cerevisiae FUS-expressing, growth rescue, OD600, 24 h; Potency, µM (series often up to 76.6 µM), without a hit: at the top dose growth rescue (activation), usual class: activators; 390,000 tested, 0.24% active; AID 1347120, 2019;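 note: potency is the fitted concentration of half-maximal effect; plate controls were DMSO vehicle for no effect and reference control for full effect; nearly all actives have a fitted effect of over 55% in size; some results filed as inactive show a strong effect at the top dose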
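Restored growth of FUS-toxic S. cerevisiae, read as 600 nm absorbance after 24 h at 30C in galactose medium (starting OD 0.005). Controls CP55940 and DMSO.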
MmCpn inh = Inhibitors of TCP-1 ring complex (TRiC) of Methanococcus maripaludis (MmCpn): qHTS. Chaperonin Mm-Cpn (Methanococcus maripaludis). purified Mm-Cpn ATPase, ADP Transcreener TR-FRET. Potency, µM (titrated, usually from 76.9 µM), for inactives: at the highest dose activity, negative = inhibition, most hits filed as inhibitors. 330,000 tested, 0.031% active. AID 504842, 2011; note: potency is the fitted concentration of half-maximal effect; % is set by controls: 0 for no effect and ±100 for the full control effect; nearly all actives have a fitted effect of over 80% in size
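Reaction buffer contained 30 mM Tris pH 7.4, 100 mM KCl, 5 mM MgCl2 and 1 mM DTT. Mm-CPN (25 nM final) hydrolysed 10 uM ATP over 30 min at 37°C; ADP was read by HTRF.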
Abeta yeast res = qHTS for compounds that reverse cellular toxicity of Amyloid beta (A-beta) peptide in yeast: Primary Screen. 410,000 tested, 0.063% active. Potency, µM (series often up to 46.1 µM), inactives show at the highest dose growth rescue, hits mostly activators. AID 1347071, 2019. yeast expressing A-beta42, growth rescue, OD600, 48 h; response scale: 0% DMSO, 100% iron-clioquinol control; note: potency is the fitted concentration of half-maximal effect; nearly all actives have a fitted effect of over 55% in size
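Yeast A-beta toxicity model in growth medium with pinned compounds, 48 h at 30 C; growth read as absorbance at 600 nm. Normalized to FeCl3/clioquinol equimolar mix (positive) and DMSO (negative).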
* hit, by the source's call; i = inactive; ? = inconclusive; · = not tested or not shown; [ ] = another dose, or the depositor's remark. Unless noted, calls come from the whole dose curve; as a rule, active = well fitted curve in the direction sought with a large enough effect; inconclusive = small, poorly fitted or top-dose-only effect, or another doubt; inactive = no such curve, though single readings can be large; an effect the other way counts as inactive or inconclusive.

No.	canonical_smiles	aSyn rescue	GLP-1R inv ag	PTHR1 ag	HEK293 tox	Akt phos inh
1	CCn1c(=O)cc(OCC(=O)NCCCN2CCN(c3cccc(Cl)c3)CC2)c2ccccc21	-4%	?	-10%[57.5 µM]	-21%	i
2	Cc1ccnc(Nc2cccnc2)n1	-1%	26%	-21%	1%	i
3	COc1ccc(CNS(=O)(=O)c2ccc(S(=O)(=O)NC3CC3)cc2)cc1	3%	-22%	-26%	-10%	i
4	CCOc1ccc(NC(=O)COC(=O)C2(C)CC2(Cl)Cl)c([N+](=O)[O-])c1 (configuration not stated)	21%	-16%[7.66 µM]	-29%	4%[7.66 µM]	i
5	COc1ccc(C)cc1NC(=O)c1ccc2c(c1)OCO2	10%	0%	i	9%	i
6	Cc1nc(SCC(=O)N2CC(C)OC(C)C2)nc(C)c1C (configuration not stated)	0%	16%	-8%[57.5 µM]	80%[activator]	i
7	O=C(CSc1nccn1-c1ccc(F)cc1)NCc1ccc2c(c1)OCO2	3%	-11%	-3%	-8%	i
8	CC(C)C[C@H]1CNC(=S)N1C[C@H]1CCCN1C[C@H](Cc1ccccc1)N1C[C@H](Cc2ccc(O)cc2)N(CC2CCCCCC2)C1=S	?	?	i	-12%	i

No.	TDP-43 yeast inh	FUS yeast rescue	MmCpn inh	Abeta yeast res
1	3%	15%	-13%	30%
2	?	-33%	·	2%
3	-18%	-1%	-3%	-10%
4	18%[9.22 µM]	18%	0%	-4%
5	13µM*	12%	-1%	-10%
6	-11%	-7%	1%	16%
7	0%	-10%	-1%	18%
8	-84%[inhibitor]	?	·	3%

The list goes on:
No.	canonical_smiles	aSyn rescue	GLP-1R inv ag	PTHR1 ag	HEK293 tox	Akt phos inh
9	CCOC(=O)c1ccc(NC(=O)c2c(C)oc3nc(C)nc(N4CCCC4)c23)cc1	·	2%	i	2%	·
10	Cc1cc(C(=O)CCC(=O)Nc2ncccc2O)c(C)s1	-10%	7%	i	1%	i
11	CCOc1ccc(NC(=O)Nc2cc3c(cc2N2CCCCC2)n(C)c(=O)n3C)cc1	·	-24%	-40%[inhibitor]	3%	·
12	CS(=O)(=O)Nc1ccc2[nH]c(=O)[nH]c2c1	2%	2%	-15%	-4%	i
13	O=C(NC1CCCCC1)C(c1ccco1)N(Cc1ccco1)C(=O)c1ccco1 (configuration not stated)	4%	-8%	13%[57.5 µM]	-8%	i
14	CCCN1CN=C(NS(=O)(=O)c2ccc(C)cc2)NC1	3%	4%	i	3%	i
15	O=C(NCCNc1ccc([N+](=O)[O-])cc1C(F)(F)F)c1cccc(F)c1	-4%	?	-49%[inhibitor]	-11%	i
16	Cc1ccc2onc(CC(=O)N3CCN(c4ccccc4F)CC3)c2c1	·	?	-24%	1%	·

No.	TDP-43 yeast inh	FUS yeast rescue	MmCpn inh	Abeta yeast res
9	29%	-3%	·	-2%
10	-7%	12%	-1%	-19%
11	-1%	36%	·	-21%
12	-11%	7%	2%	-8%
13	-33%	17%	-2%	-14%
14	-18%	8%	0%	4%
15	?	·	1%	?
16	?	16%	·	5%

Continuation.
No.	canonical_smiles	aSyn rescue	GLP-1R inv ag	PTHR1 ag	HEK293 tox	Akt phos inh
17	COCCNC(=O)C(c1cccs1)N(C(=O)Cn1nnc2ccccc21)c1ccccc1 (configuration not stated)	2%	0%	i	-4%	i
18	C/C=C(/C)C(=O)OC1c2c(ccc3ccc(=O)oc23)OC(C)(C)C1OC(C)=O (configuration not stated)	0%	?	-6%	-13%	i
19	COc1ccc(OC)c(C(=O)N2CCCC(Nc3ccc(F)cc3)C2)c1 (configuration not stated)	1%	11%	i	18%	i
20	CC1CCN(C(=O)COC(=O)c2cccc(NS(=O)(=O)c3ccccc3)c2)CC1	4%	-16%	-18%	-3%	i
21	CNC(=O)NC(=S)NC(=O)c1ccccc1Cl	-1%	23%	-16%	10%	i
22	Cc1ccc(-c2nc3c(Cl)cc(C(F)(F)F)cn3c2Cc2ccsc2)cc1	4%	0%	-7%	2%	i
23	CC(=O)NCCC(=O)N1CCc2c([nH]c3ccccc23)C1c1cccc(Cl)c1 (configuration not stated)	4%	5µM*	i	-16%	i
24	N#CC(C(=O)NC1CCCCC1)=C1CCCCC1	-6%	36%[activator]	i	8%	i

No.	TDP-43 yeast inh	FUS yeast rescue	MmCpn inh	Abeta yeast res
17	-10%	7%	-1%	-6%
18	20%	34%	0%	-7%
19	5%	10%	1%	6%
20	-11%	16%	2%	1%
21	-11%	13%	-2%	6%
22	9%	1%	·	-9%
23	-9%	9%	-1%	-2%
24	-14%	4%	2%	0%

(listing goes on)
No.	canonical_smiles	aSyn rescue	GLP-1R inv ag	PTHR1 ag	HEK293 tox	Akt phos inh
25	CCOC(=O)c1cc2cc3ccccc3cc2[nH]1	-2%	0%	-13%	103%[activator]	i
26	O=C(N/N=C/c1cc(Br)cc([N+](=O)[O-])c1O)c1ccc(NC(=O)c2ccc(F)cc2)cc1	-3%	10%	i	-6%	i
27	CCc1nn(CC(=O)N2CCN(CC)CC2)c(=O)c2cc3sccc3n12	2%	-1%	16%	3%	i
28	O=C(NCc1ccc(F)cc1)c1cccc2c1C(=O)c1ccc(N3CCOCC3)cc1S2(=O)=O	10%	?	-57%[inhibitor]	-4%	i
29	CN(Cc1ncc[nH]1)C(=O)c1cc(COc2c(F)cccc2F)on1	-4%	13%	-21%	1%	i
30	O=C1CN(C(=O)c2cccc(F)c2)C(c2ccc(F)cc2)c2cc(F)ccc2N1 (configuration not stated)	8%	-20%	i	-8%	i
31	CC(=O)C1=C(O)CCCC1=NCc1nc2ccccc2[nH]1	-2%	3%	-6%	-9%	i
32	Cc1ccc(C(=O)O)cc1NC(=O)c1ccc2c(c1)C(=O)N(c1ccc([N+](=O)[O-])cc1)C2=O	8%	7%	i	-1%	i

No.	TDP-43 yeast inh	FUS yeast rescue	MmCpn inh	Abeta yeast res
25	25%	7%	-4%	18%
26	-14%	21%	0%	-5%
27	-18%	-5%	-1%	-14%
28	11%	9%	1%	-3%
29	-4%	-4%	2%	-5%
30	5%	8%	3%	8%
31	-21%[9.22 µM]	17%	-2%	-15%
32	-1%	30%	0%	-14%

Given with two lines to a compound: entries from further up
Values run as follows: aSyn rescue	GLP-1R inv ag	PTHR1 ag	HEK293 tox	Akt phos inh	TDP-43 yeast inh	FUS yeast rescue	MmCpn inh	Abeta yeast res
[25] CCOC(=O)c1cc2cc3ccccc3cc2[nH]1
→ -2%	0%	-13%	103%[activator]	i	25%	7%	-4%	18%
[27] CCc1nn(CC(=O)N2CCN(CC)CC2)c(=O)c2cc3sccc3n12
→ 2%	-1%	16%	3%	i	-18%	-5%	-1%	-14%

Further structures:
No.	canonical_smiles	aSyn rescue	GLP-1R inv ag	PTHR1 ag	HEK293 tox	Akt phos inh
33	CN1CCN(c2ccc([N+](=O)[O-])cc2C(=O)Nc2ccccc2)CC1	1%	8%	27%	-3%	i
34	O=C(Nc1cccc(S(=O)(=O)NC2=NCCC2)c1)c1c(F)cccc1Cl	3%	-14%	-16%	-18%	i
35	CC(C)c1ccc(NC(=O)CSc2nnc(-c3ccccn3)n2C)cc1	1%	-17%	-8%	-2%	i
36	CCc1nnc(NS(=O)(=O)c2ccc(NC(=O)OC)cc2)s1	1%	-5%	-17%[57.5 µM]	2%	i
37	CN(C)C(CNC(=O)c1ccc2ccccc2c1)c1ccco1 (configuration not stated)	-1%	-23%	i	16%	i
38	CCC(Sc1nc2cc3c(cc2c(=O)n1CCCC(=O)NCc1ccc(OC)cc1)OCO3)C(=O)NCCCOC (configuration not stated)	·	14%	i	-4%	·
39	O=C(N=Nc1c(O)[nH]c2ccc(F)cc12)C1COc2ccccc2O1 (configuration not stated)	3%	5%	-5%	-8%	i
40	CCCC(=O)Nc1nnc(SCC(=O)Nc2ccc3c(c2)OCCO3)s1	0%	-6%	i	-4%	i
41	Cc1ccc(-c2cc3nc4c(c(=O)n3[nH]2)CCCC4)cc1	0%	-8%	-19%	2%	i
42	COc1ccc(CNC[C@@H](CCCCN(C)Cc2ccc(OC)cc2)N2C[C@H](c3ccccc3)N(CCc3ccc(Cl)c(Cl)c3)C(=O)C2=O)cc1	-43%[inhibitor]	?	-14%	?	i
43	COc1cc2[nH]c(=S)nc(NCCC(C)C)c2cc1OC	-1%	?	i	-10%	i

No.	TDP-43 yeast inh	FUS yeast rescue	MmCpn inh	Abeta yeast res
33	-22%	31%	-4%	-8%
34	7%	·	0%	0%
35	?	·	1%	4%
36	0%	25%	-2%	-14%
37	-6%[9.22 µM]	8%	-1%	-13%
38	2%	6%	·	-4%
39	-5%	17%	0%	3%
40	6%	-2%	2%	6%
41	8%	·	·	-5%
42	3%	25%	·	-37%[inhibitor]
43	11%	6%	-12%	-22%

Bioassay records as filed in PubChem BioAssay.

Not all compounds are listed; count on the stated rates, not on these rows.
